# Screens deposited in PubChem by Sanford-Burnham Center for Chemical Genomics.
# Hsp70 displacement: small molecules displacing fluorescent ligand from Hsp70 – biochemical, fluorescence polarization, primary screen (AID 583) | Hsp70 fluorescence polarization probe displacement, mP; higher % means a stronger effect | displacement, % at 20 µM; hits with a dose series show IC50 in µM | actives 0.06% (n = 140,000); in the data active means displacement above about 50%;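 further: plate controls were vehicle for no effect and reference ligand for full effect; a part of the inactive calls stands beside numbers as strong as those of hits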
# MKP-3 inhibition: MKP-3 phosphatase inhibitors, primary screen, biochemical, rat enzyme, in vitro (AID 425) | recombinant MKP-3 phosphatase activity, fluorescence; higher % means a stronger effect | actives 0.17% (n = 110,000) | inhibition, % at 20 µM, or IC50 in µM where a hit was titrated; in the data active means inhibition above about 50%;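 further: plate controls were vehicle for no effect and reference inhibitor for full effect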
# The depositor's hits bear a star; · = no result given.
# Each structure is followed by: Hsp70 displacement | MKP-3 inhibition
CC(C)CNC1=CC(=O)CC(c2ccco2)C1 (stereo not drawn)
→ -0.3% | -7%
COC(=O)c1ccc(/C=C2/C=C(c3ccc(Br)cc3)OC2=O)cc1
→ 7.8% | 0%
COc1cccc(N(CC(=O)N2CCN(C)CC2)S(=O)(=O)c2ccc(C)cc2)c1
→ -1.4% | -15%
CCn1c(CNc2ccc(Cl)cc2)nnc1SCCN1CCCCC1
→ 2.8% | ·
O=C(/C=C/c1cccs1)NC(=S)NNC(=O)Cc1cccs1
→ -1.6% | ·
CCOc1ccccc1CNC(=O)C1CCN(C(=O)c2sccc2-n2cccc2)CC1
→ -1.9% | -13%
CCOC(=O)c1c(NC(=O)c2sc3cc(C)ccc3c2Cl)sc(C(N)=O)c1C
→ 2.7% | -1%
COc1ccc(N(CC(=O)NC(C)c2ccccc2)S(=O)(=O)c2ccc(OC)c(OC)c2)cc1 (stereo not drawn)
→ 4.1% | 0%
CCOC(=O)c1ccc(NC(=O)c2ccc(CO)c(C(=O)NC3CCN(C(=O)OCC)CC3)c2)cc1
→ -1.3% | ·
Cc1cc(N2CCN(C(c3ccccc3)c3ccc(Cl)cc3)CC2)n2ncnc2n1 (stereo not drawn)
→ -0.3% | 1%
O=C(CSc1nnc(-c2ccc(Br)cc2)o1)N1CCN(C(=O)c2ccco2)CC1
→ 2.3% | 4%
CCN1/C(=C2/OC(=S)N(C)C2=O)C=Cc2cc(C)ccc21
→ -2.9% | 2%
CCCCOCC1CN(c2ccccc2)C(=O)CS1 (stereo not drawn)
→ 0.4% | 4%
COc1ccc(NC(=O)C2CC(=O)N(C(C)C)C2)cc1 (stereo not drawn)
→ 3.2% | -4%
CCOc1ccccc1N1CCN(S(=O)(=O)c2ccc(Cl)s2)CC1
→ -7.0% | 3%

# Looked up above:
# Result of `CCOC(=O)c1c(NC(=O)c2sc3cc(C)ccc3c2Cl)sc(C(N)=O)c1C` in Hsp70 displacement: 2.7%
# Result of `COc1cccc(N(CC(=O)N2CCN(C)CC2)S(=O)(=O)c2ccc(C)cc2)c1` in MKP-3 inhibition: -15%

# Other entries follow:
# Each structure is followed by: Hsp70 displacement | MKP-3 inhibition
CC(=O)Oc1ccc(N2C(=O)C3C(C2=O)C2(C)C=CC3(C)O2)cc1 (stereo not drawn)
→ 5.8% | -13%
COc1ccc(C(C)NC(=O)c2ccc(C(C)(C)C)cc2)cc1 (stereo not drawn)
→ -0.3% | 1%
Cn1c(=N)n(CC(=O)c2cc(C(C)(C)C)c(O)c(C(C)(C)C)c2)c2ccccc21
→ 7.6% | 0%
Ic1ccccc1NCn1nnc2ccccc21
→ 3.5% | 0%
Cc1nc2cc(C(=O)O)ccc2n1-c1ccccc1
→ 7.2% | -1%
Cc1cc(NC(=O)c2ccc(S(=O)(=O)N(C)C)cc2)no1
→ -2.3% | -7%
Cc1ccc(S(=O)(=O)NCC(=O)N(CC(=O)NCc2ccco2)Cc2cccs2)cc1
→ 0.4% | ·
CC1C2=C(CCCC2=O)N(c2cccc3ccccc23)C2=C1C(=O)CCC2
→ -3.6% | ·
Cc1cccc(CC2S/C(=N/N=C/c3cccc([N+](=O)[O-])c3)N(c3ccccc3)C2=O)c1 (stereo not drawn)
→ -0.2% | 0%
COc1ccc(N(Cc2cc(=O)[nH]c3ccccc23)C(=O)c2ccco2)cc1
→ 3.9% | 6%
COc1cc2c(cc1OC)C(c1ccco1)CC(=O)N2 (stereo not drawn)
→ 8.3% | -10%
CC(C)N1CCC(Nc2ccccc2)N1C=O (stereo not drawn)
→ 4.8% | -2%
CCOc1ccccc1NC(=O)COc1ccc(Br)c(C)c1
→ -1.6% | 4%
Cc1ccc(CCNC(=O)C2CCCN(C(=O)c3cc4sccc4n3C)C2)cc1 (stereo not drawn)
→ -2.9% | 3%
Cc1occc1C(=O)NCc1ccc2c(c1)OCO2
→ · | -1%
Cc1cc(C)cc(-n2c(C)cc(/C=C3\NC(=S)NC3=O)c2C)c1
→ -29% | 3%
CCCOc1ccccc1/C=C1/C(=O)NN(c2ccc(C(=O)OCC)cc2)C1=O
→ 5.9% | 4%
O=C(NCC1CCCO1)C1c2ccccc2C(=O)N1Cc1ccc2c(c1)OCO2 (stereo not drawn)
→ 0.8% | -7%
Cn1c(C(=O)NC2CCCC2)cc2c(=O)n(C)c3ccccc3c21
→ 5.6% | -14%
COc1ccc(CC(=O)Nc2cccc(-c3nnc(-c4ccccc4)o3)c2)cc1OC
→ 0.5% | -6%
CC(=O)c1c(C(C)=O)c(C)n(CCCCn2c(C)c(C(C)=O)c(C(C)=O)c2C)c1C
→ 2.3% | -4%
O=C(Cc1cccs1)Nc1cccnc1
→ 5.9% | -5%
COc1ccc(CNC(=O)[C@H](C)NC(=O)C2CCN(S(=O)(=O)c3ccc(C)cc3)CC2)cc1
→ 0.7% | 0%
CCOC(=O)c1cnc(-c2ccccc2)nc1Nc1ccccc1
→ 2.1% | 0%
O=C(CN1CCN(Cc2ccccc2)CC1)c1ccc(Br)cc1
→ -2.1% | -1%
CCc1ccccc1NC(=O)c1nn2c(c1Cl)NC(c1cccs1)CC2C(F)(F)F (stereo not drawn)
→ 2.0% | -7%
CCOC(=O)N1CCC(n2c(=S)[nH]c3cc(OC)c(OC)cc3c2=O)CC1
→ 2.0% | 4%
COc1ccc(CN2CCN(C3CCCCC3)CC2)cc1Br
→ -1.3% | 3%
CCn1ncc(Cl)c1C(=O)NC(C)c1ccccc1 (stereo not drawn)
→ -0.4% | -12%
Cc1cccc(NC(=O)c2c(O)c3cccc4c3n(c2=O)CC4)c1
→ -5.6% | ·
CCOC(=O)CSc1ccc2nnc(-c3cccs3)n2n1
→ 3.8% | -5%
CCCNC(=O)OCC12COC3c4ccccc4OC(C)(CC1C)C3C2C (stereo not drawn)
→ -2.1% | 3%
CCOc1cc(OCC)cc(C(=O)Nc2ccc(NC(=O)c3ccc(Br)cc3)cc2)c1
→ -6.7% | 3%
Cc1ccc(S(=O)(=O)c2nc(Nc3ccccc3C)sc2Cl)cc1
→ -0.2% | 10%
CCOC(=O)CSc1cc(C)nc(NC(C)=O)n1
→ -0.5% | -3%
O=C(O)COc1ccc(-c2nc3sc4c(c3c(=O)[nH]2)CCCC4)cc1
→ 0.2% | 8%
CCCC(=O)Nc1c(C)nn(C(=O)CCC)c1C
→ -0.3% | -9%
O=C(CCN1CCOCC1)NCC1COc2ccccc2O1 (stereo not drawn)
→ 2.1% | ·
OC(c1ccccc1)c1ccc2c(c1)OCCCO2 (stereo not drawn)
→ -3.0% | -2%
CN1CCCC(OC(=O)COc2ccccc2)C1 (stereo not drawn)
→ 3.8% | -2%
Cc1cc2nc(SCCN3CCOCC3)[nH]c2cc1C
→ -0.3% | ·
Cc1cc(C)cc(OCC(=O)NCc2ccncc2)c1
→ 5.5% | 1%
COC(=O)C1C(=O)C2=C(CC1C)NC(=O)CC2c1ccc(O)c(OC)c1 (stereo not drawn)
→ 5.7% | 0%
Cc1ccc2c(c1)C(N1CCCC1=O)CC(c1ccco1)N2 (stereo not drawn)
→ 1.9% | -7%
COc1ccc(-c2noc(N3CCC(C(=O)N4CCN(c5ccccn5)CC4)CC3)n2)cc1
→ -1.4% | 3%

# An excerpt from above in order of SMILES length, rising:
# Each structure is followed by: Hsp70 displacement | MKP-3 inhibition
CCCC(=O)Nc1c(C)nn(C(=O)CCC)c1C
→ -0.3% | -9%
Cc1cc(C)cc(OCC(=O)NCc2ccncc2)c1
→ 5.5% | 1%
Cc1ccc2c(c1)C(N1CCCC1=O)CC(c1ccco1)N2 (stereo not drawn)
→ 1.9% | -7%

# Continuation.
# Each structure is followed by: Hsp70 displacement | MKP-3 inhibition
CCCc1nc(SCC(=O)N2CCN(c3ccccc3)CC2)c2c(=O)n(C)c(=O)n(C)c2n1
→ -4.8% | -1%
CCC(=O)Nc1ncc2c(n1)CC(c1ccco1)CC2=O (stereo not drawn)
→ 2.7% | ·
Cc1ccccc1/C(=C1\OC(=O)c2ccccc21)[N+](=O)[O-]
→ 5.7% | -2%
Cc1ccc(NC(=O)c2c(C)noc2C)cc1
→ -1.0% | ·
CC(C)OCCCn1c(=S)[nH]c2cc3c(cc2c1=O)OCO3
→ -5.3% | 0%
O=C(NC1CCCCC1)N1CCCC(c2nc(-c3ccc(S(=O)(=O)N4CCCC4)cc3)no2)C1 (stereo not drawn)
→ -1.4% | 1%
CCOC(=O)c1cnn(CC2CCCCC2)c1N
→ 6.6% | -16%
Cc1ccccc1C(=O)Nc1cccc(-c2nnc(SCC(=O)O)n2C)c1
→ -0.1% | -9%
COC(=O)c1ccc(CSc2nnnn2-c2ccccc2)o1
→ -0.9% | -10%
Cc1c(C(=O)N2CCN(S(C)(=O)=O)CC2)oc2ccccc12
→ 6.9% | -15%
O=C(c1ccc(F)cc1)N(Cc1ccccc1)c1cccc([N+](=O)[O-])c1
→ 3.8% | -5%
CC(C)(C)NC(=O)/C(=C\c1ccc(Br)cc1)NC(=O)c1ccc([N+](=O)[O-])cc1
→ 3.5% | 2%
CCCNS(=O)(=O)c1cccn1-c1ncc(C(F)(F)F)cc1Cl
→ -0.1% | ·
CCOC(=O)C1=C(C)N=c2s/c(=C\c3ccc(F)cc3)c(=O)n2C1c1cccc(OC)c1 (stereo not drawn)
→ -3.8% | 3%
Cc1ccc(Cl)cc1N1CCN(S(=O)(=O)c2ccc3c(c2)OCCO3)CC1
→ 0.8% | -14%

# (list continues)
compound,Hsp70 displacement,MKP-3 inhibition
COc1cccc(NC(=O)C2CCCN2C(=O)OCc2ccccc2)c1 (stereo not drawn),2.1%,·
Clc1ccc(OCCn2ccnc2)c(Br)c1,-0.6%,·
CC(=O)N(Cc1ccco1)C1(C(=O)NC2CCCC2)CCCCC1,-7.9%,·
CCSC1=C(C#N)C(c2ccc(Cl)cc2)C2=C(CCCC2=O)N1 (stereo not drawn),-2.0%,-7%
O=C(NC(=S)NC1CCSC1=O)c1ccco1 (stereo not drawn),-3.1%,5%
CC(C)(CO)N=Cc1c(O)[nH]c2ccccc12,-0.5%,·
CCOC(=O)c1[nH]nc(C(=O)c2ccc(Br)cc2)c1O,·,-2%
COc1nc(-c2ccc(C)cc2)ccc1-c1noc(-c2ccco2)n1,-5.2%,-10%
Cc1ccc(CNC(=O)c2ccc([N+](=O)[O-])cc2)cc1,-1.1%,-1%
Cc1ccc(C2C(C(=O)c3sc(C)nc3C)=C(O)C(=O)N2CCN2CCOCC2)o1 (stereo not drawn),-2.0%,-14%
CCOc1ccc(-c2nnc(NC3=NCCCCC3)o2)cc1,3.7%,·
CCn1c(COc2cccc(OC)c2)nnc1SCC(=O)Nc1cc(OC)ccc1OC,-0.5%,-1%
O=C1C2C(c3ccccc3)C=CC(c3ccccc3)C2C(=O)N1c1cccnc1 (stereo not drawn),-5.8%,2%
Cc1cccc(C(C)(C)C)c1OCCn1ccnc1,13%,-6%
CCN(CC)C(=O)n1nc(C)c(CN2C(=O)c3ccccc3C2=O)c1C,-1.3%,·
O=C(Nc1ccc(Cl)c(Cl)c1)c1cc([N+](=O)[O-])ccc1N1CCCCC1,-3.3%,0%
CCC12c3ccccc3C(c3ccccc31)C1C(=O)N(c3ccc(C)c(Cl)c3)C(=O)C12 (stereo not drawn),0.2%,0%
CCOC(=O)CSCc1c(C#N)c2ccccc2n1C,14%,3%
CC1Oc2ccccc2N(CC(=O)Nc2ccc3c(c2)OCO3)C1=O (stereo not drawn),1.4%,-6%
CN1CCN(C(=O)/C(=C\c2cccs2)NC(=O)c2ccccc2)CC1,-3.4%,1%
Cc1c(C#N)sc2nc(-c3ccccc3)nc(N3CCCC3)c12,-0.6%,-3%
O=c1oc2cc(OCc3ccc(Br)cc3)ccc2c2ccccc12,-5.9%,5%
O=C1c2ccsc2SCCN1Cc1ccc(Cl)cc1,2.3%,·
COc1ccc(S(=O)(=O)N2CCc3ccccc3C2)cc1OC,-0.5%,·
Cc1ccccc1OCC(=O)Nc1ccc(I)cc1,-1.6%,2%
Nn1c(SCC(=O)N2CCCCCC2)nnc1-c1ccncc1,3.9%,·
CCOC(=O)c1ccc(NC(=O)CCc2nc(-c3cccc(C)c3)no2)cc1,0.3%,-17%
CCN(CC)C(=O)C(=O)c1cccn1-c1ccccc1C#N,6.6%,·
COc1ccc(-c2cn3c(C)c(C(=O)Nc4cccc(NC(C)=O)c4)sc3n2)cc1,1.1%,-7%
Cc1ccc(Cl)cc1NC(=O)C(=O)NCCc1ccccc1,0.6%,0%
CCCOc1ccc(N2C(=O)CC(SC(=NCC)Nc3cccc(F)c3)C2=O)cc1 (stereo not drawn),3.3%,·
CCOc1ccc(N(CC(=O)Nc2ccccc2)S(C)(=O)=O)cc1,4.2%,-7%
Cc1cc(N2CCOCC2)c2c(c1)c1ccccc1n2C,0.0%,0%
CC(=O)c1ccc(-n2nnnc2SCC(=O)N2CCc3ccccc3C2)cc1,1.6%,-7%
Cc1cccc(NS(=O)(=O)c2ccc([N+](=O)[O-])cc2)n1,3.0%,-4%
CN1CCN(c2ccccc2NC(=O)c2ccc(OCc3ccccc3)cc2)CC1,3.5%,0%
CCOc1ccc(CC(C(N)=O)C(N)=O)cc1CN(C)C,-0.5%,·
COc1cc(OC)cc(-c2nnc(SCC(=O)Nc3cc(C)on3)o2)c1,7.7%,3%
Cc1cc(OCC(O)CNC(C)C)ccc1C(C)C (stereo not drawn),0.2%,-1%
COc1cc(/C=N/N2C(=O)CSC2=S)cc(Cl)c1OCCOc1ccc(Br)cc1,-0.7%,1%

# Whole records from above. Order of values: Hsp70 displacement	MKP-3 inhibition
# Entry for CN1CCN(c2ccccc2NC(=O)c2ccc(OCc3ccccc3)cc2)CC1 → 3.5%	0%
# Entry for CC(=O)c1ccc(-n2nnnc2SCC(=O)N2CCc3ccccc3C2)cc1 → 1.6%	-7%
# Entry for CCOc1ccc(N(CC(=O)Nc2ccccc2)S(C)(=O)=O)cc1 → 4.2%	-7%
# Entry for Cc1cc(OCC(O)CNC(C)C)ccc1C(C)C (stereo not drawn) → 0.2%	-1%
# Entry for Cc1cccc(NS(=O)(=O)c2ccc([N+](=O)[O-])cc2)n1 → 3.0%	-4%

# The list is partial; the hit share may differ from the screen's.
